Source: PubChem (several laboratories)
OX1R antag-1: blocks the human orexin 1 receptor; O43613; OX1R-expressing cells, FRET antagonist read-out; inhibition, % at 6.6 µM; 330,000 compounds, 1.8% hits; AID 485270; in the data active = inhibition mostly above about 38%, no sharp cut-off; inactive = mostly below about 40%;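 note: 0% = agonist challenge alone and 100% = reference antagonist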
Target sequence (O43613 whole entry, looked up): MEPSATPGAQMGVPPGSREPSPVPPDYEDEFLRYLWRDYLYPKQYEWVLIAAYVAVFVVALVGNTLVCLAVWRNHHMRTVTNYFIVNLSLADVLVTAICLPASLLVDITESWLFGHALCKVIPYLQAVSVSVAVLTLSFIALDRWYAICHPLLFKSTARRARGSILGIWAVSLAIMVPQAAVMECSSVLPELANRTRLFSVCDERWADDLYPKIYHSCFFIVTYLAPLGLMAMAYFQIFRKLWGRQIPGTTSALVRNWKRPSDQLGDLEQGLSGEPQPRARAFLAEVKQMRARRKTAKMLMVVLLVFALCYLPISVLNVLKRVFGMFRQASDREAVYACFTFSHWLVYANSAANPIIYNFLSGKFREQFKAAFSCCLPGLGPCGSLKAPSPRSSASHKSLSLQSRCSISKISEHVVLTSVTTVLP
STK33 inh: human STK33 kinase inhibition. Q9BYT3. purified STK33, MBP phosphorylation, ADP-Glo luminescence. inhibition, % at 10 µM. 320,000 compounds, 0.073% hits. AID 2661;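 active = inhibition at or above 25%, using the most active replicate where run in duplicate; inactive = inhibition below 25%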
Target sequence (Q9BYT3 whole entry, looked up): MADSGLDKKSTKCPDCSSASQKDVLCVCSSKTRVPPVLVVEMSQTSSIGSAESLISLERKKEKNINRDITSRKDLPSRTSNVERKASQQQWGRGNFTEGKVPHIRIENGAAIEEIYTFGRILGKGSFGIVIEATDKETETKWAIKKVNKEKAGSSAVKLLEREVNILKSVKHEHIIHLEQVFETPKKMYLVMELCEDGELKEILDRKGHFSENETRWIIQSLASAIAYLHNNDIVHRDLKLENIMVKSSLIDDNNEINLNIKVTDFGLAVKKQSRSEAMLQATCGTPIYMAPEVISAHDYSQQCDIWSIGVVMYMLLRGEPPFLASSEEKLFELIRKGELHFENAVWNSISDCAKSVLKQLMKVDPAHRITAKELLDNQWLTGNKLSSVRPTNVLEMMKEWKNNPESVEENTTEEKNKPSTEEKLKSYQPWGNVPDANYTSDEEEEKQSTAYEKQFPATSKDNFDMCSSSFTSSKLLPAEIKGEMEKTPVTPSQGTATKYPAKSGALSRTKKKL
OX1R antag-2: human HCRTR1 antagonism; inhibition, % at 5 µM; CHO/OX1R cells, Fluo-8 calcium fluorescence, orexin A; O43613; 330,000 compounds, 0.43% hits; AID 434989;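 active = inhibition above its plate's threshold, mean inhibition of all tested compounds on the plate plus 3 SD, cut at about 37% in these data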;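 note: 0% = orexin A challenge wells and 100% = SB-334867-A antagonist wells; not every result past the cut was called active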
* marks the source's active call; other numbers are inactive results; nt = not tested or not shown. Hits appear at their usual frequency; overall some 2.2% were active at least once.

A first look:
SMILES	OX1R antag-1	STK33 inh	OX1R antag-2
CC(C)CCNC(=O)c1onc(CSc2ccccc2)c1C(=O)NCCC(C)C	9	-0.3	-34
O=S(=O)(c1ccc(F)cc1)N1CCN(CCOc2ccccc2)CC1	4	-0.3	-2
CCCC(=O)c1cc2c(cc1NC(=O)CC)OCCO2	8	-0.4	0
CCCCOC(=O)CCn1[nH]c(=O)c2ccccc2c1=O	4	-1.3	-13

The list itself, repeating the preview:
SMILES	OX1R antag-1	STK33 inh	OX1R antag-2
CC(C)CCNC(=O)c1onc(CSc2ccccc2)c1C(=O)NCCC(C)C	9	-0.3	-34
O=S(=O)(c1ccc(F)cc1)N1CCN(CCOc2ccccc2)CC1	4	-0.3	-2
CCCC(=O)c1cc2c(cc1NC(=O)CC)OCCO2	8	-0.4	0
CCCCOC(=O)CCn1[nH]c(=O)c2ccccc2c1=O	4	-1.3	-13
CN1CCN(c2ccc(NC(=O)c3ccc(C#N)cc3F)cc2Cl)CC1	6	0.8	-20
CC(C)[C@H](NC(=O)N1CC(=O)Nc2ccccc21)C(=O)Nc1nccs1	0	-1.4	-6
Cc1ccc(-c2nnc(-c3ccc(Br)cc3)o2)o1	6	-1.3	-13
O=C1C2C3C=CC([C@@H]2C(=O)N1C1CC1)[C@H]1C(=O)N(C2CC2)C(=O)C31 (some centres not stated)	10	-0.3	-6
O=C(/C=C/c1ccc(S(=O)(=O)N2CCOCC2)cc1)NCc1ccccc1	13	-0.4	1
CCOc1ccccc1C1CC(=O)NC(SCC(=O)Nc2nccs2)=C1C#N (configuration not stated)	16	0.2	-22
O=C(Nc1cccc(Cl)c1Cl)C1CCN(C(=O)c2cccs2)CC1	6	-0.7	-15
COc1ccccc1CNC(=O)CCCN1C(=O)COc2ccc(C)cc21	7	-1.4	-12
COc1ccc(C2C(C#N)=C(SC)NC3=C2C(=O)CC(C)(C)C3)cc1 (configuration not stated)	21	0.6	-32
COc1ccc(C(CNC(=O)Cc2ccccc2F)N2CCCCC2)cc1 (configuration not stated)	25	-1.0	-22
COC(=O)c1cc(OC)c(OC)cc1NC(=O)c1ccc(C)cc1	17	-1.1	-11
CCCCS(=O)CC(COc1ccc(Cl)cc1)OC(=O)c1ccccc1 (configuration not stated)	3	-0.8	-28
COc1ccc(-c2noc(N3CCC(C(=O)N(C)c4ccccc4)CC3)n2)cc1	-2	-1.3	-31
O=C(CC1(O)C(=O)N(CCc2ccccc2)c2ccccc21)c1ccccn1 (configuration not stated)	23	0.3	-6
O=C(NC1CCCCC1)C(c1cccs1)N(C(=O)C(F)(F)F)c1ccccc1 (configuration not stated)	15	-0.6	1
CC12CCC(C(=O)NNc3ccc([N+](=O)[O-])cc3)(OC1=O)C2(C)C (configuration not stated)	11	-2.0	-11
COc1ccc(C2C(C#N)=C(/N=C/N3CCN(C)CC3)OC3=C2C(=O)CC(C)(C)C3)cc1 (configuration not stated)	9	1.5	-15
CC(C)NC(=O)c1ccccc1NC(=O)/C=C/c1cccc([N+](=O)[O-])c1	30	-1.0	-15
O=C(c1cc2ccccc2o1)N1CCN(c2ccccn2)CC1	4	-0.3	-1
O=C(COC(=O)Cc1ccccc1[N+](=O)[O-])NC1CCCC1	-3	1.1	5
O=C(O)COc1ccccc1/C=N/NC(=O)c1ccc2c(c1)OCCO2	17	-0.9	-16
CCSc1nnc(NC(=O)CSc2nnc(-c3c[nH]c4ccccc34)n2CC)s1	11	-1.1	-27
NS(=O)(=O)c1ccc(CNC(=S)NC2CCCC2)cc1	12	0.1	2
O=C(NNC(=O)c1ccccc1Cl)c1ccc2c(=O)n3c(nc2c1)CCC3	0	-1.0	10
Cc1ccc(NC2=CC(=O)CC(C)(C)C2)cc1C	19	-0.4	-17
COc1ccc(Cl)cc1NC(=O)CSc1nc(C)cc(C)n1	12	0.3	-27
Cc1nc2sc(C(c3ccc(Br)cc3)N3CC(C)OC(C)C3)c(O)n2n1 (configuration not stated)	14	-0.5	-28
CC(C(=O)NCc1ccco1)n1ccc2cc(S(=O)(=O)N3CCCC3)ccc21 (configuration not stated)	9	-0.2	-16
CCCCc1nc2cc(C(=O)N3CCCCC3CC(=O)OCC)ccc2o1 (configuration not stated)	12	-2.5	-20
O=C(CSCCO)Nc1ccc(C23CC4CC(CC(C4)C2)C3)cc1	10	-0.1	3
COc1ccc(-c2cc(=O)c3c(O)c(OC)c(O)cc3o2)cc1	18	1.1	-20
CCc1cccc(NC(=O)c2cccc(S(=O)(=O)N3CCN(C)CC3)c2)c1	8	-1.3	-9

Reformatted with values ahead of the structure: 2 of the compounds above.
OX1R antag-1	STK33 inh	OX1R antag-2	SMILES
11	-1.1	-27	CCSc1nnc(NC(=O)CSc2nnc(-c3c[nH]c4ccccc34)n2CC)s1
12	0.1	2	NS(=O)(=O)c1ccc(CNC(=S)NC2CCCC2)cc1

More records:
SMILES	OX1R antag-1	STK33 inh	OX1R antag-2
CC(=O)c1sc(NC(=O)CN2C(=O)NC3(CCCC3)C2=O)nc1-c1ccccc1	4	0.4	-22
COc1ccc(N2C(=O)CC(N3CCOCC3)C2=O)cc1 (configuration not stated)	19	-5.2	-11
CC(C)(C)[C@@H]1CCC(=O)N(CC[C@H](Sc2ccccc2)c2ccccc2)CC1	0	0.8	-33
C/C(=N\NS(=O)(=O)c1ccccc1)c1ccccc1	16	-0.2	-3
C=CCNC(=O)C(C)N1c2cccc3cccc(c23)S1(=O)=O (configuration not stated)	16	-1.4	-2
CN(Cc1ccccc1)C(=O)c1nc[nH]c1C(=O)N1CCN(c2ccccc2)CC1	1	0.1	-6
C/C(N)=C(/C#N)C(=O)COC(=O)c1oc2ccccc2c1COC(C)C	7	-0.8	-25
CN(C)c1ccc(NC(=O)c2ccc(N3CCOCC3)nc2)cc1	14	-0.3	-1
COP(=O)(OC)C(Nc1cc(Cl)cc(Cl)c1)c1cccc(O)c1 (configuration not stated)	5	-1.9	-10
Cc1ccnc(Nc2nc(-c3ccc(O)cc3)cs2)c1	-3	0.9	-26
COc1cc2c(cc1OC)[C@@H](NC(=O)CCc1ccccc1)[C@H](O)C2	5	nt	2
CCOC(=O)c1c(NC(C)=O)sc2c1CCN(Cc1ccccc1)C2	3	1.4	-37
c1csc(-c2nc(-c3ccncc3)no2)c1	14	-2.8	-2
CCOc1cccc(=O)c2c(C)n(Cc3ccccc3)c(C)c12	14	-1.6	-22
CC1CCN(CC(=O)Nc2ccccc2Sc2ccccc2)CC1	7	0.4	-43
O=C(CSC(=S)N1CCCC1)N1CCN(S(=O)(=O)c2cccc([N+](=O)[O-])c2)CC1	28	-1.2	-15
O=C(CN1CCN(CCO)CC1)Nc1ccccc1	-4	-1.5	-11
C=CCOc1ccc(C(=O)/C=C2/C(=O)Nc3ccccc32)cc1	9	0.0	-20
CN(C(=S)NC(=O)Cc1ccccc1)c1ccccc1	0	-0.1	2
S=c1[nH]nc(-c2ccccc2)c2ccccc12	34	-0.7	-21
CCc1nnc(SCC(=O)Nc2ccc3c(c2)OCO3)o1	24	0.4	-6
CCOC(=O)C1(CC2CCCCO2)CCN(C(=O)Nc2ccc3c(c2)OCO3)CC1 (configuration not stated)	12	-0.6	-4
Cc1cnc(C(=O)OCC(=O)Nc2ccc(Br)cc2F)cn1	9	-1.4	-3
COCCNS(=O)(=O)c1cc(OC)c(C)cc1C	20	-0.7	-13
Cc1ccc(NC(=O)CN(C)C(=S)NC2CC2)cc1	3	-0.1	7
NC(=O)C1CCN(C(=O)c2ccc(OCC(=O)Nc3cccc(C(F)(F)F)c3)cc2)CC1	7	0.2	2
CC(=O)N1CCN(CC(c2ccccc2)c2ccccc2)CC1	20	3.7	-14
CCOC(=O)NN1C(=O)c2ccccc2NC1c1ccccc1 (configuration not stated)	3	-1.2	-17
Cc1cc(NC(=O)COC(=O)C2CCN(C(=O)c3ccc(Cl)cc3)CC2)no1	14	0.1	-6
Cc1cc(NC(=O)c2ccc(S(=O)(=O)Nc3ccccc3)cc2)no1	21	0.3	5
CC(C)OC(=O)CSc1nnc(CNc2ccc(Cl)cc2)n1Cc1ccccc1	50	-0.9	53*
O=C(O)CCCNS(=O)(=O)c1ccc(NCc2ccccc2)c(C(=O)O)c1	25	-1.3	-4
O=C(Cn1c(=O)oc2ccccc21)N1CCN(S(=O)(=O)c2ccccc2)CC1	7	-0.3	-6
COc1ccc(C(=O)NCCc2nnc(SCC(=O)Nc3ccccc3C(C)C)n2C)cc1	27	-0.6	-16
CN1CCN(c2ccc(-c3cccc(NC(=O)COc4ccc(Cl)cc4Cl)c3)nn2)CC1	9	-0.3	-19
CN(C)CCCN(Cc1cc2cc3c(cc2[nH]c1=O)OCO3)C(=S)Nc1ccccc1	12	0.8	-10
CN(CC(=O)Nc1ccccc1Br)C(=O)c1cc2c(s1)CCCCC2	16	-1.6	-14
CC(C)(C)NC(=O)COC(=O)c1ccccc1NC(=O)c1ccco1	6	-0.2	-17
CCCCn1c(N)c(N(CC(C)C)C(=O)CCCn2c(=O)oc3ccccc32)c(=O)[nH]c1=O	4	1.6	-2
O=C(Nc1c2c(nn1-c1cccc(Cl)c1)CS(=O)(=O)C2)c1ccco1	4	-0.6	6
Cn1cccc1CC(=O)NNC(=S)Nc1ccc(Cl)cc1Cl	11	-2.2	-11
COc1ccc(-c2ccc(CNCc3ccccn3)o2)cc1Cl	7	-4.4	-15
Cc1ccc(NC(=O)COc2ccc(Br)cc2CO)cc1	11	-0.5	-13
CC(C)(C)C(=O)CN1CCN(C2c3ccccc3-c3ccccc32)CC1	8	-1.0	-22
COc1cc(/C=N/S(=O)(=O)CCc2ccccc2)cc(OC)c1O	20	nt	-4
O=C(Cc1ccccc1)NCC(=O)N/N=C/c1ccc(C(=O)O)cc1	1	0.1	-18
COc1ccc(-c2cc(-c3ccccc3)nc(SCC(=O)Nc3ncc(C)s3)c2C#N)cc1	26	-1.7	-4
O=C(Cn1cnc2c(OCc3ccccc3)ncnc21)NCc1nc2ccccc2[nH]1	14	0.0	1
C/C(=N\NC(N)=S)c1ccc(-n2ccnc2)cc1	9	-0.3	-21
CCOC(=O)N1CCN(C(=O)COC(=O)C2CCN(S(=O)(=O)c3ccc(C)c(C)c3)CC2)CC1	12	-0.6	-18
O=C(NCC(c1cccnc1)N1CCN(c2ccccc2)CC1)c1ccco1 (configuration not stated)	12	-0.6	-8
CC1(C)CC(=O)C2=C(C1)N(c1ccccc1)C(=O)C2(O)C(F)(F)F (configuration not stated)	28	-1.8	-21
COC(=O)c1cccc(COC(=O)c2ccc(CS(=O)(=O)c3ccc(C)cc3)cc2)c1	18	-1.4	0
Cc1oc2cc(O)ccc2c(=O)c1Oc1ccccc1	10	-0.7	-2
N#C/C(=C\c1c(N2CCC(C(N)=O)CC2)nc2ccccn2c1=O)S(=O)(=O)c1ccccc1	51	-1.2	-14
Fc1ccc(C2NC(=S)NC3=C2N2CCC3CC2)cc1 (configuration not stated)	0	0.0	11
CCSc1ncc(/C=N/Nc2ccc(Cl)cc2)n1C	8	-0.4	-32
NNCCc1ccccc1	16	-1.1	-13
CN(CCOc1ccccc1)C(=O)c1ccc2c(=O)n3c(nc2c1)CCC3	7	-0.8	-12
COc1cc2c(cc1NC(=O)C(C)OC(=O)C1CC(=O)N(Cc3ccco3)C1)oc1ccccc12 (configuration not stated)	31	0.1	-8
(further entries)
SMILES	OX1R antag-1	STK33 inh	OX1R antag-2
COc1ccc(CCNC(=O)CCS(=O)(=O)Cc2ccccc2C)cc1OC	8	0.4	-18
CCN(C(=O)CSc1nc2cc(C(=O)OC)ccc2c(=O)n1Cc1ccco1)c1cccc(C)c1	6	-1.0	-23
CCn1c(SCC(=O)NC(=O)NCc2ccco2)nnc1-c1cccs1	17	-0.7	-13
COc1ccc(CC(=O)NC(C)(C)C)cc1S(=O)(=O)N1CCOCC1	1	-1.7	4
CC1=NNC(=O)C1CC(=O)N/N=C/C(Br)=C/c1ccccc1 (configuration not stated)	15	0.9	-4
COc1cccc(NS(=O)(=O)NC(=O)c2c(C)[nH]c3ccccc23)c1	6	-0.3	-22
CC1Cc2nc(SCC(=O)Nc3ccc(F)cc3)n(C)c(=O)c2S1 (configuration not stated)	22	2.8	-24
CC(NC(=O)C(c1ccccc1)c1ccccc1)C(=O)N1CCCCC1 (configuration not stated)	3	-0.8	-12
CCOC(=O)c1c2c(c(=S)n(-c3ccccc3)c1N)CCC2	12	0.9	-11
CC(C)N1C(=O)CSC1c1ccc(Br)cc1 (configuration not stated)	5	-1.1	-17
Fc1ccc(-n2nnc(-c3nccs3)n2)cc1	21	1.2	-6
CC1CN(S(=O)(=O)c2cccc(C(=O)OCC(=O)N3CCCCCC3)c2)CC(C)O1 (configuration not stated)	7	0.5	-14
COC(=O)c1ccc(Nc2cc(C)nc3ccccc23)cc1	12	-0.6	-5
CCOCCCNC(=O)COc1ccc(OC)cc1	7	-0.7	-6
COc1ccc2c(c1OC)C(=O)N1C2SC[C@H]1C(=O)NC1CCCCC1 (some centres not stated)	6	-0.5	-17
CCOC(=O)c1ccccc1NC(=O)CSc1nnc(Cc2cccn2C)n1-c1ccc(F)cc1	3	0.2	-23
Cc1cc(C)c(S(=O)(=O)N2CCOC2CNC(=O)C(=O)NCCc2ccc(S(N)(=O)=O)cc2)c(C)c1 (configuration not stated)	3	-0.6	-18

3 of the compounds above, with the structure last.
OX1R antag-1 | STK33 inh | OX1R antag-2 | smiles
12 | -0.6 | -5 | COC(=O)c1ccc(Nc2cc(C)nc3ccccc23)cc1
7 | -0.7 | -6 | CCOCCCNC(=O)COc1ccc(OC)cc1
6 | -0.5 | -17 | COc1ccc2c(c1OC)C(=O)N1C2SC[C@H]1C(=O)NC1CCCCC1 (some centres not stated)
